PostGolgi yeast: phenotypic screen on post-Golgi transport, primary screen. AID 739, 2007. inhibition, % at 10 µM. 98,000 compounds, 0.9% hits. post-Golgi transport phenotypic cell assay;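 also: yeast cells grown in 1536-well plates; yeast grown about 18 h at 30C before absorbance read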
CYP2C19 act: human CYP2C19 activators, primary screen, biochemical, luminescence | 96,000 tested, under 10 active | activation factor at 5 µM | recombinant CYP2C19, luciferin-H EGE luminescence; stronger effect = higher value; 0 = fully inhibited enzyme, 1 = untreated enzyme | Cytochrome P450 2C19 (Homo sapiens), P33261 | AID 1025, 2008;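 active = activation factor of at least 2 at 5 µM in the primary screen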;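 also: 0 = wells with 2.5 mM tranylcypromine and 1 = vehicle-only wells; values of inactives mirror those of a sister screen read the other way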
DAT uptake mod: changed hDAT dopamine uptake under cocaine IC80, either direction, primary screen, cocaine antagonist project, cell-based, LLC-PK1 hDAT, [14C]-dopamine uptake, MLSMR; LLC-PK1 hDAT cells, [14C]-dopamine uptake with cocaine IC80; actives deviate in either direction; B-score at 10 µM; 110,000 compounds, 1.3% hits; AID 449768, 2010;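 active = Z score or B-score, a plate-position-corrected score, falls beyond the plate's 99.7% confidence bounds, in either direction; inactive = both scores lie inside the 99.7% bounds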;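 also: scored against the spread of the other compound wells on the same plate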
CYP2C19 inhib: blockers of cytochrome P450 2C19 activity – biochemical, luminescence, ADME assay, primary screen. P33261. CYP2C19 Supersomes, luciferin-H EGE luminescence, 30 min. inhibition, % at 5 µM. 96,000 compounds, 21% hits;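 active = CYP2C19 inhibition above a set limit at 5 µM in the primary screen, cut at about 50% in these data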;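 also: plate controls were negative control wells for no effect and 2.5 mM tranylcypromine positive control for full effect; values of inactives mirror those of a sister screen read the other way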
S1P2 blocker: human S1P2 receptor antagonists, primary screen, cell-based; Sphingosine 1-phosphate receptor 2 (Homo sapiens), O95136; inhibition, % at 5 µM; cell-based S1P2 antagonist assay, inhibition at 5 uM; 97,000 compounds, 0.21% hits; in the data active = inhibition above about 45%;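 also: CRE beta-lactamase reporter cells expressing human S1P2 stimulated with S1P; 0% = agonist at EC80 alone and 100% = agonist plus reference antagonist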
Target sequence (O95136 whole entry, looked up): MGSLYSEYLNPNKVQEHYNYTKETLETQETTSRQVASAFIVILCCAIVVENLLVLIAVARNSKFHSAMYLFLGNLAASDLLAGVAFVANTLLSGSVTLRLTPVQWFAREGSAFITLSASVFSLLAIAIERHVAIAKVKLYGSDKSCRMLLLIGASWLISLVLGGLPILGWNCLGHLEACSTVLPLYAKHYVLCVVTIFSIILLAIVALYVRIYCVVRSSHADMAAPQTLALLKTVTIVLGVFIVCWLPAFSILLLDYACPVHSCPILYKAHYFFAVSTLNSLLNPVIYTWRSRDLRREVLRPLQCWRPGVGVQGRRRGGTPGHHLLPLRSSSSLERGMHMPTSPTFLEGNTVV
S1P2 ag: S1P2 receptor agonists, primary screen, cell-based; activation, % at 4.5 µM; 97,000 compounds, 0.46% hits; S1P2-expressing cell line, agonist reporter read-out; AID 729, 2007; Sphingosine 1-phosphate receptor 2 (Homo sapiens), O95136; in the data active = activation above about 16%;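 also: 0% = vehicle low control and 100% = maximal reference agonist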
sEH act: soluble epoxide hydrolase activators, primary screen, biochemical, human sEH. purified human sEH enzymatic activity, activator screen. activation, % at 2 µM. 91,000 compounds, 0.04% hits. AID 717, 2007; in the data active = activation above about 37%; also: values of inactives mirror those of a sister screen read the other way
Target sequence (P34913 whole entry, looked up): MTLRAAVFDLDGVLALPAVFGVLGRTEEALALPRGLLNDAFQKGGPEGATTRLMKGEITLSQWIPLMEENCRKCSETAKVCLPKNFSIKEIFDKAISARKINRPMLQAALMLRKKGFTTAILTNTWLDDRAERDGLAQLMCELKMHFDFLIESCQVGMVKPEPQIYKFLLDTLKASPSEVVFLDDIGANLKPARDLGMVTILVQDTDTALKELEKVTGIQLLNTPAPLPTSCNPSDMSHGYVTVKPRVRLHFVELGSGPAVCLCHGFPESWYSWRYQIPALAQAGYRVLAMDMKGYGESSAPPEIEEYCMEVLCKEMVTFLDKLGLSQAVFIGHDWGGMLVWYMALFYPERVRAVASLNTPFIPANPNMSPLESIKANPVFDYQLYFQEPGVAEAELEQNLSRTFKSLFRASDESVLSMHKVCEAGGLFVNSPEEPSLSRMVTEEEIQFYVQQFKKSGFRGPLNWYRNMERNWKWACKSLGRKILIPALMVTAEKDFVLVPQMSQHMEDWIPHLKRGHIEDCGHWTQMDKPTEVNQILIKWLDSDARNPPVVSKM
sEH inhibitor: soluble epoxide hydrolase inhibitors, primary screen, biochemical, human sEH. Bifunctional epoxide hydrolase 2 (Homo sapiens), P34913. recombinant human sEH enzymatic activity assay. inhibition, % at 2 µM. 91,000 compounds, 0.34% hits. AID 707, 2007; in the data active = inhibition above about 80%; also: values of inactives mirror those of a sister screen read the other way; many of its hits are not listed in these tables
PostGolgi ctrl: growth inhibition of yeast control strain, primary screen, counter-screen for post-Golgi transport modulator project; efflux-deficient yeast background strain, growth absorbance A615, 16 h; inhibition, % at 10 µM; 98,000 compounds, 5% hits
An asterisk follows results filed as active; . = no result given. Rule as the data show it, unless noted: active = inhibition above about 30%; inactive = the rest. Outcome played no part in choosing rows; 24% or so of the library scored in one or more.

SMILES	PostGolgi yeast	CYP2C19 act	DAT uptake mod	CYP2C19 inhib	S1P2 blocker	S1P2 ag	sEH act	sEH inhibitor	PostGolgi ctrl
CCn1nnnc1SCC(=O)c1ccc(C)cc1C	.	.	0.012	.	-6	-2	-8	10	.
CCCSc1ncnc2c1oc1ccccc12	-5	1	0.096	2	-11	-7	-2	3	16
Cc1ccc(C(=O)O/N=C\c2ccc(N3CCOCC3)c([N+](=O)[O-])c2)cc1	2	1	.	5	6	-5	7	-4	8
O=C(CSc1nc2ccccc2c(=O)n1Cc1ccco1)c1ccc(F)cc1	0	0.9	0.78	8	-9	0	0	2	23
CCCC(C(=O)c1ccccc1)n1cncn1 (centres undefined)	2	0.8	-0.81	17	-8	-7	.	.	-11
Cc1ccc2cc3c(N)c(C(=O)N4CCOCC4)sc3nc2c1	9	0.7	.	32	-4	1	0	1	7
COc1cc(SC)ccc1C(=O)NCC1CCCO1 (centres undefined)	-1	0.4	-0.5	60*	-3	-5	10	-7	2
CC(=O)N1CCCc2cc(S(=O)(=O)NC(C(=O)NCc3ccc(C)cc3)C(C)C)ccc21 (centres undefined)	8	1	-0.33	-3	11	-9	.	.	1
CCCC(=O)Nc1ccc2oc(-c3cccnc3)nc2c1	4	0.8	0.2	16	-1	-7	-3	7	5
CC(C)C(=O)Nc1cccc(C(=O)Nc2nncs2)c1	-2	0.9	0.53	7	0	-4	-1	3	11
C=CCOc1cccc(C2/C(=C(/O)c3ccccc3)C(=O)C(=O)N2CCN2CCOCC2)c1 (centres undefined)	-7	0.9	-0.85	14	-1	-5	-7	9	6
C(=C\c1ccccc1)/CN1CCN(c2ncnc3c2oc2ccccc23)CC1	21	0.9	-1.4	13	12	-6	9	-5	31*
O=C1OCc2ccc(NC(=O)C3CCCCC3)cc21	-15	1.1	-0.55	-10	-10	-4	-11	10	5
COCCNC(=O)C(c1ccccc1)N(CCOC)C(=O)Cn1nnc2ccccc21 (centres undefined)	5	0.9	0.014	12	13	0	14	-9	5
COCCNC(=O)C1CC(c2ccc([N+](=O)[O-])cc2)=NO1 (centres undefined)	-6	1	-0.2	3	18	-3	-8	9	-7
CCOC(=O)c1cc(-c2ccc(/C=N\n3cnnc3)o2)ccc1Cl	-5	0.8	-0.13	22	-18	-5	-22	26	3
CCOC(=O)C(C(=O)OCC)C(Nc1ccc(Br)cc1)c1ccccc1 (centres undefined)	-6	0.9	0.5	15	33	-4	13	-13	11
CCC(=O)N(Cc1ccc2c(c1)OCO2)Cc1cc2cc(OC)ccc2[nH]c1=O	1	0.7	-0.5	33	-11	-2	-2	1	1
O=C(Nc1ccccc1F)c1ccncc1	-2	0.8	-0.42	16	-7	-6	8	-7	17
CC1(C)CC(=O)C(C=NCCC2=CCCCC2)=C(O)C1	-5	0.9	-0.0087	10	4	-6	-11	13	1
O=C(COc1ccc(Br)cc1)N1CCN(c2ccccc2)CC1	3	0.3	0.088	71*	-18	-2	14	-11	10
CCCCCCC(=O)Nc1c2c(nc3ccccc13)N(C)CC2	5	0.9	-1.3	11	6	0	-14	16	2
COc1ccccc1N(O)C1CC(=O)N(c2ccc(F)cc2)C1=O (centres undefined)	0	0.8	0.26	16	.	.	.	.	10
c1ccc2[nH]c(SCc3ccc(-c4nnco4)cc3)nc2c1	-1	0	0.35	99*	-18	-1	8	-8	-8
CCCCOC(=O)CSC1=C(C#N)C(c2ccc3c(c2)OCO3)CC(=O)N1 (centres undefined)	.	0.5	-1.7	48	-17	-2	.	.	47*

New compounds follow.
SMILES	PostGolgi yeast	CYP2C19 act	DAT uptake mod	CYP2C19 inhib	S1P2 blocker	S1P2 ag	sEH act	sEH inhibitor	PostGolgi ctrl
CC(C)Cn1c(CNC(=O)c2ccccc2)nc2ccccc21	4	0.3	-0.95	72*	17	-4	-6	8	7
Cc1ccc(-n2nnnc2SCC(=O)Nc2c(C)n(C)n(-c3ccccc3)c2=O)cc1	5	1	0.83	-1	17	-3	5	-3	7
CC1(C)CC(=O)C2=C(C1)Nc1ccccc1NC2c1ccccn1 (centres undefined)	6	1	0.1	2	.	.	.	.	6
Cc1ccc(/C=c2\sc3n(c2=O)CN(c2ccc(Br)cc2)CN=3)o1	-1	0.7	-0.23	34	8	-6	-3	3	8
Nc1nonc1-c1nc2ccccc2n1CC(=O)N1CCN(c2ccc(F)cc2)CC1	-5	0.8	0.057	21	0	-7	-6	6	4
Clc1cc(Cl)cc(CSc2nnc(-c3sccc3-n3cccc3)o2)c1	-2	0.8	0.099	24	17	2	2	1	-1
Cn1c(=O)c2c(nc(N3CCCCCC3)n2CC(=O)c2ccc(Br)cc2)n(C)c1=O	-12	1	0.27	1	.	.	.	.	6
Cc1noc(/C=C/N(C)C)c1S(=O)(=O)N1CCCC(C(=O)NCc2ccc(F)cc2)C1 (centres undefined)	3	0.5	.	46	-16	-3	-7	10	2
CCOC(=O)c1ccc(NC(=O)COc2ccc(-n3cnnn3)cc2)cc1	12	1.1	-0.79	-8	19	-1	-7	7	-3
CCCCCc1c(C)nc(Nc2nc(C)c3cc(OC)ccc3n2)[nH]c1=O	6	0.6	1	44	2	-2	.	.	10
Cc1ccc2[nH]c3c(NCCCN4CCCC4=O)ncnc3c2c1	4	1	0.69	-2	-7	-3	-1	1	-3
COC(=O)c1cc(OC)c(OC)cc1NC(=O)c1ccc(OC)cc1	1	1	0.15	-1	1	-2	2	-1	-4
Cc1ccc(OC(=O)c2cccc(S(=O)(=O)N(C)C)c2)c(-n2nc3ccccc3n2)c1	-3	0.8	1	20	-14	-1	-6	4	19
CCC1(C)Cc2c(sc3nc(SC)nc(NCCN(C)C)c23)CO1 (centres undefined)	6	0.9	0.018	12	-51	-2	-1	1	0
COc1ccc(-c2nc(-c3cccs3)c(-c3cccs3)[nH]2)cc1O	-1	0.1	2	88*	-7	-10	.	.	31*
CCCCCC(=O)Nc1ccc(N2CCN(S(C)(=O)=O)CC2)cc1	-7	1.1	-0.88	-13	5	-2	-30	33	1
COc1ccc(NC(=O)CSc2nc3c(c(=O)n2-c2ccc(F)cc2)SCC3)c(OC)c1	-2	0.3	0.022	73*	-32	-5	7	-7	26
CN(CCc1ccccn1)S(=O)(=O)c1ccc(F)cc1	7	0.6	0.98	39	5	-2	-17	17	22
CCCN(CCC)C(=O)c1c(C)[nH]c(C(=O)OCC)c1C	-3	1	0.42	-1	12	-5	12	-12	8
CCOC(=O)c1sc2nc(NC(=O)C3CCCCC3)sc2c1C	-3	1	-0.46	-4	7	0	-5	7	-8
CC(C)c1ccc(N2C(=O)CSC23C(=O)N2CCCc4cccc3c42)cc1 (centres undefined)	6	1	0.24	-4	14	-1	-12	12	17
O=C(Oc1cccc2c(OC(=O)N3CCOCC3)cccc12)N1CCOCC1	-4	1.1	-0.028	-11	-2	-5	-3	-3	1
Cc1ccc2cc(CN(Cc3cccs3)Cc3nnnn3CC3CCCO3)c(=O)[nH]c2c1C (centres undefined)	-18	0.4	-2.1	56*	6	0	.	.	17
Cc1ccc(N(CC(=O)Nc2ccc(F)cc2)S(=O)(=O)N2CCCC2)cc1	3	0.7	0.28	34	-1	-3	-26	26	21
COc1ccc(NC(=O)C(CC(C)C)NS(=O)(=O)c2ccc3c(c2)CCN3C(C)=O)cc1OC (centres undefined)	-3	0.7	0.43	31	0	-4	7	-10	-2

More structures:
SMILES	PostGolgi yeast	CYP2C19 act	DAT uptake mod	CYP2C19 inhib	S1P2 blocker	S1P2 ag	sEH act	sEH inhibitor	PostGolgi ctrl
Cc1noc(C)c1S(=O)(=O)N1CCC(C(=O)NCCc2ccc(S(N)(=O)=O)cc2)CC1	1	0.9	-0.46	10	-25	-7	14	-18	2
Cc1ccc(S(=O)(=O)c2ccc(Oc3cccc(C)c3)cc2)cc1	-4	0.7	0.96	31	11	-3	-8	6	8
CCOC(=O)C1CCN(C(=O)CN(c2cccc(C(F)(F)F)c2)S(C)(=O)=O)CC1	8	1	0.59	1	13	-4	6	-8	-2
N#CCC1c2ccccc2CCN1C(=O)Nc1cccc(Cl)c1 (centres undefined)	7	0.7	-2.1	34	12	-2	-8	6	7
CC1CCCCC1NC(=O)c1ccc2c(c1)[nH]c(=O)n2C1CCCC1 (centres undefined)	-13	0.6	1	43	-10	-8	-22	22	7
CC(=O)Nc1ccc(S(=O)(=O)NCCC(=O)OCCN2C(=O)c3ccccc3C2=O)cc1	0	0.3	0.42	70*	11	-6	-2	2	-1
O=C(N1CCOCC1)N1CCN(S(=O)(=O)N2CCCCC2)CC1	-6	0.9	-0.48	10	-1	-4	2	2	3

Structural class: the entries above with an aryl methoxy group (8)
SMILES	PostGolgi yeast	CYP2C19 act	DAT uptake mod	CYP2C19 inhib	S1P2 blocker	S1P2 ag	sEH act	sEH inhibitor	PostGolgi ctrl
COc1cc(SC)ccc1C(=O)NCC1CCCO1 (centres undefined)	-1	0.4	-0.5	60*	-3	-5	10	-7	2
CCC(=O)N(Cc1ccc2c(c1)OCO2)Cc1cc2cc(OC)ccc2[nH]c1=O	1	0.7	-0.5	33	-11	-2	-2	1	1
COc1ccccc1N(O)C1CC(=O)N(c2ccc(F)cc2)C1=O (centres undefined)	0	0.8	0.26	16	.	.	.	.	10
CCCCCc1c(C)nc(Nc2nc(C)c3cc(OC)ccc3n2)[nH]c1=O	6	0.6	1	44	2	-2	.	.	10
COC(=O)c1cc(OC)c(OC)cc1NC(=O)c1ccc(OC)cc1	1	1	0.15	-1	1	-2	2	-1	-4
COc1ccc(-c2nc(-c3cccs3)c(-c3cccs3)[nH]2)cc1O	-1	0.1	2	88*	-7	-10	.	.	31*
COc1ccc(NC(=O)CSc2nc3c(c(=O)n2-c2ccc(F)cc2)SCC3)c(OC)c1	-2	0.3	0.022	73*	-32	-5	7	-7	26
COc1ccc(NC(=O)C(CC(C)C)NS(=O)(=O)c2ccc3c(c2)CCN3C(C)=O)cc1OC (centres undefined)	-3	0.7	0.43	31	0	-4	7	-10	-2
